pAkt inh: Akt phosphorylation inhibition | Neuro2A IGF-stimulated pAkt S473 HTRF, 20 min; hits give low values | activity change, % for hits at 50 µM | hit rate 0.32% among 360,000; in the data active = activity change below about -80%; inconclusive = mostly about -51% to -80%; also: % is scaled to controls: 0 for no effect and ±100 for the full control effect
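Neuro2A cells (4,500/well, DMEM with 0.5% FBS) were treated with compound at a single 50 µM final concentration, stimulated with 6 nM IGF for 20 min at 37 °C, and lysed. Phospho-Akt Ser473 was read by HTRF as 665/615 ratio ×10^4.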
CCT modulator: modulators of cytosolic chaperonin (CCT/TRiC) activity; hit rate 0.3% among 360,000; purified chaperonin ATPase assay, HTRF ADP detection, 30 min; activity change, % (no concentration beside the values), hits read low; in the data active = activity change below about -30%; also: % is scaled to controls: 0 for no effect and ±100 for the full control effect
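Nucleotide hydrolysis assay: TRiC at 20–40 nM final (set by batch activity) with 10 uM ATP, 30 min at 37 °C, in presence of 76 uM compound. Detection by competitive ADP HTRF, 30 min ambient.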
Abeta rescue: compounds reversing amyloid beta toxicity in yeast | yeast expressing A-beta42, growth rescue, OD600, 48 h; response scale: 0% DMSO, 100% iron-clioquinol control | Potency, µM (highest dose often 46.1 µM), without a hit: top-dose growth rescue, actives largely listed as activators | hit rate 0.063% among 410,000; also: potency is read from the fitted curve at half-maximal effect; nearly all actives have a fitted effect of over 55% in size
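Yeast growth medium received pinned compounds, then yeast cells expressing toxic A-beta were added; plates incubated at 30 C for 48 hr. Growth read as absorbance at 600 nm, normalized to DMSO and equimolar FeCl3 plus clioquinol controls.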
A549 viability: kills or reduces viability of A549 cells in Nrf2 counter-screen; A549 ARE-Fluc cells, CellTiter-Fluor viability, 18-24 h; hit rate 0.16% among 390,000; Potency, µM (doses to about 46 µM), inactives show at the highest dose activity change, negative = cytotoxicity, most hits filed as inhibitors; also: potency is read from the fitted curve at half-maximal effect; % is scaled to controls: 0 for no effect and ±100 for the full control effect
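A549 ARE-Fluc cells in 5% FBS OPTI-MEM, 5000 cells/well, rested 2 h then exposed to compounds in concentration-response for 18-24 h at 37 °C. Viability by CellTiter-Fluor fluorescence (Ex 405/Em 525) after 30 min; luciferase luminescence (BugLite, 15 min, RT) read afterwards.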
HepG2 viability: HepG2 cytotoxicity, counter-screen for TGF-b inhibitors; HepG2 CAGA-GFP viability, ATP luminescence, 18 h; Potency, µM (highest dose often 46.1 µM), for inactives: top-dose activity change, negative = cytotoxicity, actives largely listed as cytotoxic; hit rate 0.76% among 410,000; AID 588856; also: potency is read from the fitted curve at half-maximal effect; some results filed as inactive show a strong effect at the top dose
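HepG2 CAGA-GFP cells (1000/well, DMEM with 1% FBS) received compound, then TGF-beta at 500 pg/mL final, and were incubated 18 hours at 37 degrees C. Viability was read by CellTiter-Glo luminescence. Media-only wells were set as complete cell-killing and DMSO as no toxicity.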
Nrf2 block: blocks Nrf2 signaling; A549 ARE-Fluc reporter, luciferase luminescence, 18-24 h; Potency, µM (series often up to 46 µM), inactives show at the top dose activity change, negative = inhibition, actives largely listed as inhibitors; hit rate 2.1% among 360,000; AID 504444; also: potency is read from the fitted curve at half-maximal effect; % is scaled to controls: 0 for no effect and ±100 for the full control effect; nearly all actives have a fitted effect of over 60% in size
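Quantitative HTS in A549 cells stably bearing an antioxidant response element-firefly luciferase construct. Inhibition of Nrf2-driven transcription was scored by luminescence after 18-24 h of compound exposure at 37 °C.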
Nrf2 activator: Nrf2 pathway activation; hit rate 0.31% among 410,000; Potency, µM (top dose mostly 46.1 µM), for inactives: top-dose activation, usual class: activators; AREc32 ARE-luciferase reporter (MCF7-derived line), luminescence, 24 h; also: potency is read from the fitted curve at half-maximal effect; % of control where 0% means no effect; nearly all actives have a fitted effect of over 65% in size
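Steps: seed AREc32_Fluc cells (1000/well, 5% FBS OPTI-MEM); incubate overnight at 37 deg C; add 23 nL compound; incubate 24 hr; add Steady-Glo; hold 30 min RT; read luminescence.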
TGFb inhibitor: inhibitors of TGF-b signaling. Potency, µM (highest dose often 46.1 µM), for the others: at the top dose activity, negative = inhibition, actives largely listed as inhibitors. hit rate 1.2% among 410,000. AID 588855. HepG2 CAGA-GFP TGF-b/SMAD3 reporter, GFP fluorescence, 18 h; TGF-beta stimulated, 500 pg/mL final; also: potency is read from the fitted curve at half-maximal effect; % is scaled to controls: 0 for no effect and ±100 for the full control effect; nearly all actives have a fitted effect of over 65% in size
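TGF-beta reporter screen: HEPG2 CAGA-GFP, 1% FBS, 500 pg/mL TGF-beta final, 18 h; per-cell GFP summed per well; curves fitted and categorized by class.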
Mm-Cpn inhibitor: blocks the Methanococcus maripaludis chaperonin Mm-Cpn; purified Mm-Cpn ATPase, ADP Transcreener TR-FRET; Potency, µM (top dose mostly 76.9 µM), for inactives: at the top dose activity, negative = inhibition, usual class: inhibitors; hit rate 0.031% among 330,000; also: potency is read from the fitted curve at half-maximal effect; % is scaled to controls: 0 for no effect and ±100 for the full control effect; nearly all actives have a fitted effect of over 80% in size
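Eu-cryptate anti-ADP/ADP-d2 competition gives a ratio inversely related to ADP. Enzyme at 25 nM was pre-exposed to compound for 10 min, then given 10 uM ATP for 30 min, 37°C throughout.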
Numbers without * were called inactive; i = inactive; ? = inconclusive; / = not tested or not shown; & = joins results of further samples; [ ] = another dose, or the depositor's remark. Unless noted, calls follow the shape of the dose curve; as a rule, active = well fitted curve in the direction sought with a large enough effect; inconclusive = small, poorly fitted or top-dose-only effect, or another doubt; inactive = no such curve, though single readings can be large; an effect the other way counts as inactive or inconclusive.

SMILES	pAkt inh	CCT modulator	Abeta rescue	A549 viability	HepG2 viability	Nrf2 block	Nrf2 activator	TGFb inhibitor	Mm-Cpn inhibitor
NC1=NC(=O)C(CC(=O)Nc2ccc3c(c2)OCO3)S1 (stereo not drawn)	i	1.0	-13%	8%	31%	?	0.0%	7%	2%
COc1ccc(/C=C/C(=O)NC(=S)NNC(=O)[C@H]2C[C@@H]2c2ccccc2)cc1OC	i	1.3	12%	0%	-4%	?	-1.4%	-2%	1%
COc1ccccc1NS(=O)(=O)c1ccc(N/N=C/C=C/c2ccccc2[N+](=O)[O-])c([N+](=O)[O-])c1	i	-2.3	-12%	-15%	0%	15%	6.1%	6%	-2%
COc1ccc(OCc2nnc(SCC(=O)O)n2N)cc1	i	-3.6	-4%	-3%	3%	-9%	-0.3%	4%	-3%
CCOc1ccc(NC(=O)CSc2ncnc3c2sc2ccccc23)cc1	i	-9.9	-8%&-9%	-1%&-1%	9%&1%	3%	-0.4%&0.8%	4%&-21%	-12%
CC(=O)c1cc(NC(=O)c2ccccc2)c(=O)oc1/C=C/N(C)C	i	-1.3	-5%	-16%	-19%	12%	27%	79%[activator]	-6%
C=CCn1c(SCC(=O)NC(=O)Cc2ccccc2)nc2ccccc2c1=O	i	0.0	1%	-1%	-2%	-3%	0.2%	7%	2%
O=C1CNC(=O)c2cc(Cl)ccc2N1	i	0.1	3%	/	2%	/	0.0%	-1%	/
O=C(COC(=O)CNC(=O)c1ccc(Cl)cc1Cl)NCC1CCCO1 (stereo not drawn)	i	-3.5	-11%	14%	1%	4%	-0.3%	17%	1%
COCCn1c(=S)[nH]c2cc(C(=O)N3CCN(c4cccc(Cl)c4)CC3)ccc2c1=O	i	0.1	-4%	?	-7%	21µM*	2.7%	-20%	-2%
Cc1cc(C(C)(C)CC(C)(C)C)ccc1OCCOCC[N+](C)(C)Cc1ccccc1	i	-2.7	-23%	?	20µM*	?	-0.7%	?	-2%
Cc1nn(CC(=O)Nc2ccc3c(c2)oc2ccccc23)c(=O)c2ccccc12	i	-0.8	25%	?	-8%	?	-0.4%	-1%	-9%
COc1ccccc1N1CCN(C(=O)CN(Cc2ccc(Cl)cc2)S(C)(=O)=O)CC1	i	0.1	14%	-14%	-3%	23µM*	0.2%	-1%	0%
COc1ccc(Cn2c(C)nc3c(c2=O)c2nc4ccccc4nc2n3Cc2ccco2)cc1	i	-1.4	7%	-17%	-11%	18µM*	2.7%	-16%	/
CCc1ccc2n(-c3ccc(OC)cc3)c([S-])c(C(=O)Nc3cc(C)cc(C)c3)[n+]2c1	i	-1.0	-9%	-4%	-7%	5%	-0.2%	-3%	-17%
N[C@@H](CO)c1cn([C@@H](Cc2cc3ccccc3[nH]2)C(=O)N2CCNCC2)nn1	i	-1.4	-11%	4%	-2%	9%	0.9%	15%	0%
CCc1ccc(-c2nc(C)c(CCO)c(=O)[nH]2)cc1	i	-0.1	1%	-4%	-4%	5%	-0.4%	-8%	?
COc1ccc(NC(=O)CCSc2nc(-c3ccc(OC)cc3)cc(C(F)(F)F)n2)cc1	/	/	-11%	-2%	-34%	-30%	-0.5%	-1%	/
COc1ccccc1Nc1nnc(C)c(=O)[nH]1	i	1.2	15%	4%	1%	4%	-0.8%	6%	1%
COc1ccccc1-n1c(CCC(=O)O)ccc1-c1ccccc1	i	-1.8	20%	-1%	-12%	3%	-0.1%	-4%	-2%
COC(=O)c1sc2cccc(F)c2c1S(=O)(=O)Nc1ccc(N(C)C)cc1	/	/	-2%	7%	-41%	-19%	?	-15%	/
Cc1cccc(NC(=S)N2CCCCCC2)c1	i	-3.2	15%	8%	-11%	?	0.2%[9.22 µM]	-7%	-1%
CCCN(CCC)S(=O)(=O)c1ccc(C(=O)Nc2nnc(COC)o2)cc1	i	-3.3	-5%	-13%	-31%	?	-1.4%	?	2%
Cn1c(=O)[nH]c(=O)c2c1nc(N1CCN(C(c3ccccc3)c3ccccc3)CC1)n2CCO	i	-1.1	1%	-27%	0%	?	0.3%	?	2%
CN(C)c1ccc(/C=C(\C#N)c2ccccn2)cc1	i	1.9	-45%[inhibitor]	-13%	-62%	/	-2.5%	27%	-3%
CC(C)(C)OC(=O)C[C@@H]1C/C=C\C[C@@H](CC(=O)NCCO)C(=O)N[C@H](Cc2ccccc2)COC1=O	i	-1.1	5%	-2%	1%	0%	-0.6%	15%	0%
CN1CCC(N2CCN(C3CN(C4CCCC4)S(=O)(=O)C3)CC2)CC1 (stereo not drawn)	i	1.6	-7%	/	-3%	/	0.0%	-3%	/
Cn1nc(-c2ccc(Cl)cc2)c2cc(C(=O)NC3CC3)sc21	i	-1.6	-3%	-5%	-15%	-12%	13%	15%	-3%
O=C(O)C1CCN(S(=O)(=O)c2cccc3nonc23)CC1	i	0.4	-7%	0%	22%	6%	0.0%	0%	1%
COc1c2occc2c(OC(C)=O)c2c(=O)cc(C)oc12	i	-0.4	2%	-3%	-44%	-27%	0.3%	-28%	1%
Cc1ccc(SCC(=O)c2cc(C)c(OC(=S)N(C)C)c(C)c2)cc1	i	-0.6	26%	0%	-1%	?	7.0%	9%	0%
Cc1cc(=O)n2[nH]c(Nc3cccc(Cl)c3)nc2n1	i	1.0	-23%	2%	-30%	-14%	3.6%	10%	/
COc1ccc(N2CCN(C(=O)NC34CC5CC(CC(C5)C3)C4)CC2)cc1	i	-3.1	-39%[inhibitor]	0%	-7%	-17%	-0.1%	38%[activator]	1%
Cc1ccc(S(=O)(=O)Nc2nc3ccccc3nc2N2CCc3ccccc3C2)cc1	i	1.1	-23%	-21%	-20%	?	6.7%	?	-6%
COc1ccc(COCC(O)CN2CCN(S(=O)(=O)c3c(F)cccc3F)CC2)cc1OC (stereo not drawn)	i	-2.2	-7%	-1%	8%	-14%	2.5%	4%	/
CCN1CCN(C(=O)c2ccc(N3CC4CC(C3)c3cccc(=O)n3C4)c(NC(=O)c3cc(OC)cc(OC)c3)c2)CC1 (stereo not drawn)	i	0.9	7%	6%	4%	-4%	0.0%	7%	0%
CCc1cccc(NCc2ccccc2-c2nnc(-c3ccccc3Cl)o2)c1	/	/	-6%	-4%	6%	?	6.3%	-34%	/
O=C(NCc1ccc(Cl)cc1)C(=O)NCC(c1ccc2c(c1)OCO2)N1CCOCC1 (stereo not drawn)	/	/	-6%	7%	-18%	/	3.5%	-10%	/
Cc1cc(NC(=O)CN2C(=O)NC(C)(c3ccc(Cl)cc3Cl)C2=O)no1 (stereo not drawn)	i	-0.2	3%	-3%	-4%	?	-0.6%	-9%	3%
Cc1noc(C)c1COc1ccc(C(=O)NCCOc2ccccc2)cc1	i	-2.6	-2%	0%	-21%	20%	8.2%	-6%	-1%
COc1ccc(NC(=O)Cn2c(-c3ccc(F)cc3)cc(C(C)=O)c2C)c(OC)c1	/	/	-11%	-7%	1%	/	-0.6%	-18%	/
Cc1ccc(S(=O)(=O)N(CC(=O)NCCC2=CCCCC2)Cc2ccccc2)cc1	i	-2.5	5%	?	-21%	-101%	0.7%	?	-1%
CCOc1ccccc1NC(=O)COC(=O)C12CC3CC(CC(O)(C3)C1)C2	i	0.3	13%	-7%	1%	20%	0.3%	-10%	1%
Cc1ccc(NC(=O)CN2C(=O)S/C(=C\c3cc(Cl)c(OCC(=O)O)c(Cl)c3)C2=O)cc1	i	0.6	0%	-4%	-9%	-2%	0.3%	3%	-2%
COc1ccc(OCCn2nnc3sc4c(c3c2=O)CCC(C(C)(C)C)C4)cc1 (stereo not drawn)	/	/	-17%	-9%	0%	5%	0.4%	7%	/
Cc1ccc(S(=O)(=O)NC(=O)COc2ccc(Cl)cc2Cl)cc1	i	-3.7	8%	?	-7%	-27%	-0.3%	-1%	0%
O=C1NC(CCc2ccccc2)C(=O)N1CCOc1cccc(Br)c1 (stereo not drawn)	i	1.0	-14%	7%	-15%	-8%	-0.9%	?	-2%
O=C(Nc1ccccc1N1CCN(C(=O)c2ccc(Cl)cc2)CC1)c1ccc2c(c1)OCO2	/	1.6	-46%[inhibitor]	-26%	-3%	?	3.5%	-12%	-10%

Record cards, from the list above. Order of values: pAkt inh	CCT modulator	Abeta rescue	A549 viability	HepG2 viability	Nrf2 block	Nrf2 activator	TGFb inhibitor	Mm-Cpn inhibitor
COc1ccc(NC(=O)Cn2c(-c3ccc(F)cc3)cc(C(C)=O)c2C)c(OC)c1 is entered as /	/	-11%	-7%	1%	/	-0.6%	-18%	/
Cc1ccc(NC(=O)CN2C(=O)S/C(=C\c3cc(Cl)c(OCC(=O)O)c(Cl)c3)C2=O)cc1 is entered as i	0.6	0%	-4%	-9%	-2%	0.3%	3%	-2%
Cc1ccc(S(=O)(=O)N(CC(=O)NCCC2=CCCCC2)Cc2ccccc2)cc1 is entered as i	-2.5	5%	?	-21%	-101%	0.7%	?	-1%
O=C1NC(CCc2ccccc2)C(=O)N1CCOc1cccc(Br)c1 (stereo not drawn) is entered as i	1.0	-14%	7%	-15%	-8%	-0.9%	?	-2%
Cc1ccc(S(=O)(=O)NC(=O)COc2ccc(Cl)cc2Cl)cc1 is entered as i	-3.7	8%	?	-7%	-27%	-0.3%	-1%	0%

Bioassay records from PubChem BioAssay.

Rows were taken by chance (roughly 4.3% active in at least one column).
